Assay outcomes as filed in PubChem.
Lamin A splicing: LMNA splicing modulation; HeLa LMNA splicing GFP/RFP minigene ratio, 48 h; Potency, µM (highest dose often 46.1 µM), for the others: at the top dose ratio change, negative = inhibition, most hits filed as inhibitors; 0.01% of 200,000 active; active means well fitted inhibition curve with a large enough effect in the signal ratio, with a control signal flat, not every such curve was filed as active; inconclusive means small, poorly fitted or top-dose-only effect, or effect the other way, or a change in a side signal; the % refers to the signal ratio; further: potency means the concentration at half of the fitted maximal effect; on the % scale 0 is the no-effect control and ±100 the full control effect
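S3 HeLa cells stably expressing lamin A-EGFP splicing minigene plus DsRed2, 600 cells/well, 48 h compound exposure at 37C. Laser-scanning cytometry; analysed as GFP (500-530 nm)/RFP (575-640 nm) total intensity ratio; 0.5% DMSO vehicle.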
IMPase Li inh: membrane-permeable IMPase blocker, potentiated with lithium. CHO-M1 cells, IP1 TR-FRET (IP-One), carbachol + lithium. AID 1457. 0.35% of 210,000 active. Potency, µM (titrated, usually from 59.4 µM), without a hit: top-dose activity, negative = IMPase inhibition, hits mostly inhibitors;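 further: IP1 builds up when IMPase is blocked and the TR-FRET signal falls; potency means the concentration at half of the fitted maximal effect; plate controls were basal vehicle for no effect and high inhibitor control for full effect; nearly all actives have a fitted effect of over 50% in size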
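IP1 accumulation measured by competitive TR-FRET in lysed CHO-M1 cells after 30 min compound exposure at 37C, with a small lithium addition to potentiate weak responses. Hill-equation AC50 from ratio and donor-channel data.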
Epigenetic derep: derepresses silenced GFP reporter in murine cells | murine LDR cells, GFP reporter derepression, 30 h | Potency, µM (top dose mostly 53.9 µM), for the others: top-dose GFP activation, hits mostly activators | 0.2% of 280,000 active; further: potency means the concentration at half of the fitted maximal effect; % of control where 0% means no effect; nearly all actives have a fitted effect of over 60% in size
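Reporter derepression read as number of fluorescent GFP-positive objects, 20-120 um in size, counted by laser-scanning cytometer. Mouse LDR line with an epigenetically silenced CMV-GFP locus; compound incubation 30 h, 37 C.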
NPSR antagonist: blocks cAMP signaling of the human neuropeptide S receptor. 1% of 220,000 active. CHO-NPSR cells, cAMP TR-FRET, antagonist mode. Potency, µM (top dose mostly 38.3 µM), for inactives: top-dose activity change, negative = inhibition, most hits filed as inhibitors; further: potency means the concentration at half of the fitted maximal effect; on the % scale 0 is the no-effect control and ±100 the full control effect; nearly all actives have a fitted effect of over 50% in size; many of its hits are not listed in these tables
Target sequence (Q6W5P4 whole entry, looked up): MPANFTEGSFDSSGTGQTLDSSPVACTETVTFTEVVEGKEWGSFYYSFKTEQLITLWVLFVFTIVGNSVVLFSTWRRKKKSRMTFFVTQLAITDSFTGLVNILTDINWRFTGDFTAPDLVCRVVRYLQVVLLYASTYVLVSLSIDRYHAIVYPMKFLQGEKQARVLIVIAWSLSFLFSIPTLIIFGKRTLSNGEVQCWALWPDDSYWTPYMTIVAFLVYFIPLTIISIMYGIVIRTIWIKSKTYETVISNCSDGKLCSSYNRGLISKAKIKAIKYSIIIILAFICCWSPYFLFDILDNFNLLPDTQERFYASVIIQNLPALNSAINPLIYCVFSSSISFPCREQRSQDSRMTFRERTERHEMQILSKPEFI
CBFb RUNX1 block: blocks binding between human CBF-beta and RUNX1 | AID 1477 | Q01196+Q13951 | AlphaScreen CBFb-His/RUNX1-biotin binding, biochemical | 230,000 tested, under 10 active | Potency, µM (series often up to 59.8 µM), inactives show at the top dose activity, negative = inhibition, most hits filed as inhibitors; further: % of control where 0% means no effect
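CBFb-His/RUNX1-biotin, 30 nM each, preincubated 20 min RT; compound 15 min RT; Ni + streptavidin beads 50 ng each, 90 min RT; AlphaScreen read.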
KinaseGlo FLuc: blocks Kinase-Glo luciferase, a counter-screen artifact; Q27757; Kinase-Glo luciferase, ATP luminescence, 8 min; Potency, µM (doses to about 38.3 µM), for the others: at the top dose activity change, negative = inhibition, most hits filed as inhibitors; 0.28% of 200,000 active; further: potency means the concentration at half of the fitted maximal effect; on the % scale 0 is the no-effect control and ±100 the full control effect; nearly all actives have a fitted effect of over 60% in size
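Light output from Kinase-Glo luciferase with luciferin and 10 uM ATP in 50 mM imidazole pH 7.2, KCl, MgCl2, Tween 20, BSA; compound pin-delivered, 8-min ambient incubation, then luminescence read.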
aGal spleen mod: alpha-galactosidase A (human) modulation; 0.008% of 240,000 active; Potency, µM (doses to about 80 µM), for inactives: top-dose activity change, negative = inhibition, hits mostly inhibitors; human spleen homogenate, 4MU-alpha-Gal fluorescence, 40 min; AID 2107; P06280;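 further: potency means the concentration at half of the fitted maximal effect; 0% = enzyme with vehicle and -100% = no enzyme basal signal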
Target sequence (P06280 32-429 limits assumed): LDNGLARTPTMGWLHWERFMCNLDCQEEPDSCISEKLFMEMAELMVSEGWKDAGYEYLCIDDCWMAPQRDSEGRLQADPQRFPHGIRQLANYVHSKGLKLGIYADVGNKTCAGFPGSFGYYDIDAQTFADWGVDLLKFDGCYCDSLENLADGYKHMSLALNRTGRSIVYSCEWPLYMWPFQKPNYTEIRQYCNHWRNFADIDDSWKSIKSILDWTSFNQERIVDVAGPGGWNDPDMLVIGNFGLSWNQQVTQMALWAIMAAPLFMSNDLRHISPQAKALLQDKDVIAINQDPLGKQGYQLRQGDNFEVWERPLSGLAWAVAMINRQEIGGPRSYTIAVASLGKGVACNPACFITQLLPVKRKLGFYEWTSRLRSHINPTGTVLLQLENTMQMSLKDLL
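qHTS titration in buffer at pH 5.0. Alpha-galactosidase activity in spleen homogenate was measured via 4-methylumbelliferone release from 1 mM fluorogenic substrate after 40 min at 37C and a pH 10 stop. AC50 came from Hill fits of control-normalized data.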
Starred values were filed as active, the others as inactive; u = inconclusive; x = not tested or not shown; [ ] = dose if it differs, or a comment. Unless noted, the call rests on the fitted dose curve; in most records, active means well fitted curve in the direction sought with a large enough effect; inconclusive means small, poorly fitted or top-dose-only effect, or another doubt; inactive means no such curve, though single readings can be large; an effect the other way counts as inactive or inconclusive. This is a subset, so the mix of outcomes need not match the whole.

SMILES	Lamin A splicing	IMPase Li inh	Epigenetic derep	NPSR antagonist	CBFb RUNX1 block	KinaseGlo FLuc	aGal spleen mod
CCN(CC)C(=O)Oc1c(Cl)cc(Cl)c2cccnc12	25%[46 µM]	5%	3.1%	-19%	3%	2%	1%
Nc1ccc2c(c1)Oc1ccccc1C=C2	x	16%	8.8%	8%	-15%	3%	-11%
CC(OC(=O)c1ccncc1)C(=O)Nc1cccc([N+](=O)[O-])c1 (centres undefined)	x	3%	-7.0%	-3%	-12%	-2%	2%
CCCCCc1n[nH]c2c1CCCC2	x	x	1.1%	6%	-1%	x	-14%
Nc1nonc1-n1nnc(C(=O)N/N=C/c2ccccc2Cl)c1COc1ccc(F)cc1	x	x	1.6%	-18%	1%	x	10%
Cc1ccc(C(=O)NCCCc2ccccc2)s1	-18%	-9%	0.0%	-17%	-12%	-4%	5%
NC(=O)CC(NC(=O)Cc1ccc(Br)cc1)c1ccc(NC2CCCCCC2)c([N+](=O)[O-])c1 (centres undefined)	x	x	7.2%	-27%	9%	x	-6%
COCCn1c(-c2ccc(OC)cc2)cnc1SCC(=O)Nc1cccc2ccccc12	-8%	5%	0.0%	-14%[46.1 µM]	u	3%	-9%
O=C(NNC(=O)c1cc2cc(OC(F)(F)F)ccc2[nH]1)c1cccc(C(F)(F)F)c1	x	x	1.4%	-6%[7.67 µM]	-2%	x	2%
C(=N\N(Cc1ccccc1)c1ccccc1)/c1ccco1	u	18%	-0.1%	-40%	-18%	0%	-12%
O=C(Cl)c1ccc([N+](=O)[O-])cc1	x	7%	x	x	5%[21.7 µM]	x	0%
C=CCN(CC=C)S(=O)(=O)c1ccc(NC(=S)NC(=O)/C=C/c2cccc3ccccc23)cc1	2%	40%[activator][38.3 µM]	-1.9%	-20%[46.1 µM]	-3%	-6%	6%
COc1ccccc1N(CC(=O)NCc1ccc(F)cc1)C(=O)CCC(=O)Nc1ccccn1	u	11%	1.0%	-8%	2%	0%	9%
CCN(CC)CCN=CC1=C(O)CNC1=O	-2%	-3%[38.3 µM]	-1.1%	4%[46.1 µM]	-1%	-2%	7%
COc1ccc(-c2nnc(SCC(=O)N3CCCCC3)o2)cc1OC	-6%	8%[38.3 µM]	0.0%	-2%[46.1 µM]	12%	1%	-3%
CCOC(=O)CSc1nc(-c2ccc(OC)cc2)ns1	-3%	26%[38.3 µM]	-2.7%	-6%[46.1 µM]	16%	2%	-15%
CCCCn1cc(C(C)(C)C)c(C#N)c1NC(C)=O	5%	-4%[38.3 µM]	-2.4%	1%[46.1 µM]	3%	1%	-3%
COC(=O)c1nnn(-c2nonc2N)c1-c1cccs1	10%	7%[38.3 µM]	0.2%	-1%[46.1 µM]	-3%	0%	-4%
O=c1c2c3nc4ccccc4nc3n(/N=C/c3ccncc3)c2ncn1-c1ccccc1	x	x	2.0%	u	5%	x	5%
O=C(Nc1nccs1)c1ccc(N2C(=O)C3CCCCC3C2=O)cc1 (centres undefined)	x	9%	14%	7%	-6%	-4%	-6%
CCOc1ccc(C2C(C(=O)c3cccs3)=C(O)C(=O)N2Cc2cccnc2)cc1 (centres undefined)	x	-19%	-0.1%	-20%	2%	-2%	-3%
COc1ccc(/C=N/NC(=O)c2nn(-c3ccc(C)c(C)c3)c(=O)c3ccccc23)cc1	-10%	23%[38.3 µM]	-3.3%	-17%[46.1 µM]	6%	0%	5%
O=C(CN1CCN(c2ncccn2)CC1)N1CCCC1	8%[46 µM]	2%	-1.1%	-18%	3%	-4%	0%
Nc1nc(SCC(=O)c2cc(F)ccc2F)n[nH]1	-5%[46 µM]	5%	-1.5%	4%	-6%	-3%	5%
COc1ccccc1N1CCN(C(=O)COc2ccc(S(=O)(=O)NC(C)(C)C)cc2)CC1	x	8%	-0.7%	2%	6%	3%	-3%
O=C(Nc1ccccn1)C(=O)Nc1ccccn1	x	x	0.5%	-6%	4%	x	8%
COCc1cc(C)nc(OCC(=O)N/N=C/c2ccc(O)cc2)c1C#N	0%	0%	-3.1%	2%	2%	-2%	-5%
Cc1ccc2c(c1)C(N1CCCC1=O)CC(c1ccco1)N2 (centres undefined)	4%	-2%[38.3 µM]	1.7%	1%[7.67 µM]	-5%	11µM*	14%
O=C(CCCc1c[nH]c2ccccc12)NCC1COc2ccccc2O1 (centres undefined)	x	-5%	-0.4%	4%	-7%	x	-25%
O=C(NC(=S)Nn1cnc2c(cnn2-c2ccccc2)c1=O)c1ccccc1	-14%	-9%	0.0%	6%	-6%	-1%	5%
O=C(COC(=O)Cc1ccc(Cl)cc1Cl)Nc1ccc(OC(F)F)cc1	-7%	-4%	2.9%	3%	10%	-1%	-1%
CCOC(=O)c1c(C)[nH]c(C)c1C(=O)COC(=O)c1ccc(O)cc1	x	6%	-2.0%	-10%	-21%	-1%	-6%
c1ccc(-c2nnc(C(c3ccccc3)c3ccccc3)o2)cc1	-6%	23%	0.1%	-51%	u	1%	-7%
NC1=C(Br)C(=O)c2ccccc2C1=O	x	x	-1.3%	24%	-4%	x	0%
O=C(COc1ccc(Br)cc1)OCc1nnc(-c2ccccc2)o1	2%	-17%[38.3 µM]	-6.2%	-10%[46.1 µM]	5%	-7%	4%
CC(C)CN1CCNC(=O)C1CC(=O)N(C)CC1CCOCC1 (centres undefined)	x	5%	-0.2%	-9%	0%	0%	12%
COc1cc2nc(CN(C)Cc3ccc(OC)c(OC)c3OC)[nH]c(=O)c2cc1OC	-9%[46 µM]	13%	-1.7%	-1%	-12%	-2%	-1%
O=C(O)CCn1c(C(=O)O)cc2sccc21	12%	-11%[38.3 µM]	-0.7%	-3%[46.1 µM]	4%	-2%	8%
Cc1ccc(-c2cc(C(=O)OCn3nnc4ccccc4c3=O)c3ccccc3n2)cc1	-2%	-6%	1.0%	-6%	12%	-2%	-2%
O=C(O)COc1ccccc1Cc1ccccc1	5%	2%[38.3 µM]	0.0%	-5%[46.1 µM]	0%	-2%	3%

Reprinted from the part before: four entries, then new ones.
SMILES	Lamin A splicing	IMPase Li inh	Epigenetic derep	NPSR antagonist	CBFb RUNX1 block	KinaseGlo FLuc	aGal spleen mod
COc1cc2nc(CN(C)Cc3ccc(OC)c(OC)c3OC)[nH]c(=O)c2cc1OC	-9%[46 µM]	13%	-1.7%	-1%	-12%	-2%	-1%
O=C(O)CCn1c(C(=O)O)cc2sccc21	12%	-11%[38.3 µM]	-0.7%	-3%[46.1 µM]	4%	-2%	8%
Cc1ccc(-c2cc(C(=O)OCn3nnc4ccccc4c3=O)c3ccccc3n2)cc1	-2%	-6%	1.0%	-6%	12%	-2%	-2%
O=C(O)COc1ccccc1Cc1ccccc1	5%	2%[38.3 µM]	0.0%	-5%[46.1 µM]	0%	-2%	3%
O=C(CSc1ccccn1)Nc1ccc2c(c1)OCCO2	x	x	1.7%	7%	9%	x	-4%
CCc1[nH]nc2c1C1(CCN(C(=O)c3ccccc3)CC1)C(C#N)=C(N)O2	6%	8%[38.3 µM]	0.0%	-11%[46.1 µM]	6%	-2%	3%
COc1ccc(S(=O)(=O)NC(CC(=O)NCc2ccco2)c2ccco2)cc1 (centres undefined)	9%	15%[38.3 µM]	-1.1%	-4%[46.1 µM]	6%	-2%	-16%
CCNc1ncc2nc(-c3cccc(C#N)c3)c(=O)n(C)c2n1	x	-14%	x	x	x	-1%	u
CNC(=O)c1ccsc1NC(=O)c1ccc2c(c1)CCCC2	u	19%	1.0%	-34%	-4%[2.36 µM]	-15%	-3%
O=C1CCc2ccc(NC(=O)C3CC3)cc2N1	u	-10%	4.3%	11%	7%	2%	6%
Cc1cc2c(NC(=O)CC(C)(C)CC(=O)O)cccc2nn1	x	x	-1.8%	10%	-12%	x	9%
COc1cc2cc[n+]3cc4c(OC)c(OC)ccc4cc3c2cc1OC	x	41%[activator]	-1.3%	x	-18%	-6%	-25%
CN1CCN(S(=O)(=O)c2ccc(NC(=O)c3cccs3)cc2)CC1	-3%	-15%[38.3 µM]	-0.7%	-27%[46.1 µM]	0%	0%	-6%
O=C1CCN=C(Nc2ccc(F)cc2)N1Cc1ccccc1	0%	5%[38.3 µM]	-0.3%	-4%[46.1 µM]	-2%	-4%	3%
Cc1ccc2nc(SC(C)C(=O)N3CC(C)OC(C)C3)[nH]c2c1 (centres undefined)	22%[46 µM]	-3%	2.6%	7%	8%	1%	-9%
NC(=O)COC(=O)CCSc1ccc(Cl)cc1	-5%[46 µM]	-2%	1.1%	9%	17%	2%	-4%
COc1ccc(NC(=O)CSc2nc3[nH]ncc3c(=O)n2-c2ccccc2OC)cc1OC	12%	-2%	6.8%	8%	8%	2%	5%
O=C(O)CSc1ncnc2c1oc1ccccc12	1%	x	-1.0%	-18%[46.1 µM]	5%	x	10%
CCC(CC)C(=O)Nc1nnc(SCC(=O)N2CCN(c3ccccc3OC)CC2)s1	-1%	-1%[38.3 µM]	0.7%	u	-1%	-2%	-7%
CC(=O)Nc1ccc(NC(=O)c2ccc(C3SCC(=O)N3CCc3ccccc3)cc2)cc1 (centres undefined)	u	7%	-0.9%	-10%	-7%	0%	1%
O=c1[nH][nH]cc1C=Nc1ccc(Cl)cc1Cl	u	-5%	-1.4%	11%	24%	8%	-7%
COCCOC(=O)C1=C(C)OC(N)=C(C#N)C1c1ccco1 (centres undefined)	-9%	5%	-0.8%	3%[46.1 µM]	7%	3%	-3%
O=C(COC(=O)CNC(=O)c1ccccc1)Nc1ccc(S(=O)(=O)N2CCOCC2)cc1	4%[9.22 µM]	-2%	-1.0%	9%	-10%	-1%	-4%
Cc1ccc2c(c1)nnn2C1CCN(S(=O)(=O)c2ccc(C(=O)N3C(C)CCCC3C)cc2)CC1 (centres undefined)	11%	17%[38.3 µM]	-0.9%	u	0%	2%	8%
Cc1cc(=O)oc2c(C(=O)/C=C/c3ccccc3)c(O)ccc12	-13%	-12%[38.3 µM]	1.9%	-7%[46.1 µM]	-1%	-2%	4%
Cc1ccccc1Nc1nc(N)nc(COC(=O)CCS(=O)(=O)c2ccccc2)n1	12%	-25%[38.3 µM]	0.3%	u	-25%	-11%	4%
CCOc1ccccc1NC(=O)CCN1CCN(S(=O)(=O)c2ccc(OC)cc2)CC1	u	11%	0.0%	-6%[46.1 µM]	7%	3%	-3%
COC(=O)c1ccc(C(=O)OCCCc2nc3ccc(N)cc3[nH]2)cc1	-12%	9%	-4.9%	11%[46.1 µM]	-1%	-3%	1%
